ssDAF12 agonist – S. stercoralis DAF-12 nuclear receptor activators, primary screen, cell-based, luminescence, HEK293, GRIP1 co-expression, lit1-tk-luc. Nuclear hormone receptor DAF-12 (Strongyloides stercoralis). HEK293 ssDAF-12/GRIP1 lit1-tk-luc reporter; % of 3 µM dafachronic acid response. activation, % at 6.8 µM. 370,000 compounds, 1% hits;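 active = activation above the mean over all tested compounds plus 3 SD, cut at about 0.9% in these data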;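 also: 0% = DMSO-only wells and 100% = 3 µM delta7-dafachronic acid wells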
NPR1 activator – GC-A stimulated cGMP production enhancers – HEK293 GC-A cells, cGMP TR-FRET, EC30 ANP, primary screen; 370,000 compounds, 0.14% hits; 0% at EC30 ANP, 100% saturating ANP; activation, % at 10 µM; in the data active = activation above about 40%
hgDAF-12 ag – H. glycines DAF-12 receptor agonists, primary screen, cell-based, luminescence, HEK293, GAL4 fusion, UAS-luciferase; Nuclear hormone receptor DAF-12 (Heterodera glycines), GAL4 fusion; HEK293 GAL4-hgDAF12 UAS-luciferase reporter, agonist luminescence; normalized to butyrate control; activation, % at 6.8 µM; 370,000 compounds, 1.8% hits; AID 687014, 2013;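 active = activation above a cutoff set at the mean of all screened compounds plus 3 SD, cut at about 10% in these data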;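 also: 0% = DMSO wells and 100% = sodium butyrate wells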
SMARCA2 activ – SMARCA2 (BRM) function activators, primary screen, cell-based, luminescence, high throughput; MG213 cells, MMTV-luciferase reporter, dexamethasone, overnight; activation, % at 9.1 µM; AID 652017, 2013; 370,000 compounds, 1% hits; in the data active = activation above about 7.8%;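 also: 0% = vehicle wells and 100% = reference activator wells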
DAX1 inh-1 – DAX1 (NR0B1) inhibitors, primary screen, cell-based, HEK293, Gal4-DAX1, luciferase luminescence | HEK293 Gal4-DAX1 luciferase reporter | inhibition, % at 6.75 µM | 340,000 compounds, 0.99% hits | AID 504766, 2011 | Nuclear receptor subfamily 0 group B member 1 (Homo sapiens), P51843;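 active = inhibition above the mean over all tested compounds plus 3 SD, cut at about 4.2% in these data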;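 also: 0% = DAX1-transfected cells with DMSO and 100% = empty-vector control cells with DMSO; inhibition shows as a rise in luminescence from relieved DAX1 repression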
FXN GAA850 act – FXN promoter activators, primary screen, cell-based, luciferase luminescence, HEK293 lucGAA850; HEK293 lucGAA850 FXN promoter luciferase reporter, 24 h; percent of 10 µM SAHA response; activation, % at 6 µM; 360,000 compounds, 0.56% hits; AID 540364, 2011;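 active = activation above the average of all compounds screened plus 3 SD, cutoff fixed separately per campaign, cut at about 7.5% in these data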;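 also: 0% = DMSO wells and 100% = 10 µM SAHA wells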
ADAM10 inh – human ADAM10 inhibitors, primary screen, biochemical, QFRET, HTS. Disintegrin and metalloproteinase domain-containing protein 10 (Homo sapiens), O14672. recombinant ADAM10, EDANS/DABCYL FRET peptide cleavage, 3 h. inhibition, % at 7 µM. 370,000 compounds, 0.62% hits. AID 720582, 2013;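 active = inhibition above a per-campaign cutoff equal to the mean of compounds falling between control-based bounds plus 3 SD, cut at about 20% in these data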;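 also: 0% = DMSO wells while the 100% control is not disclosed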
sPLA2-III inh – human group III sPLA2 inhibitors, primary screen, biochemical, QFRET, BODIPY PC-A2 liposome substrate; inhibition, % at 12.2 µM; 370,000 compounds, 0.56% hits; Group 3 secretory phospholipase A2 (Homo sapiens), Q9NZ20; QFRET BODIPY PC-A2 liposome hydrolysis, fluorescence;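 active = inhibition above mean plus 3 SD of compounds lying within the high and low control bounds, cut at about 19% in these data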;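 also: 0% = median of test compound wells and 100% = no enzyme DMSO wells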
GC-B act – human GC-B receptor activators, primary screen, HEK293 GC-B cells, cGMP TR-FRET, EC30 CNP | 370,000 compounds, 0.11% hits | Atrial natriuretic peptide receptor 2 (Homo sapiens), P20594 | 0% at EC30 CNP, 100% saturating CNP | activation, % at 10 µM;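 active = activation at 10 µM reaching about 35% in either raw or pattern-adjusted values, limit read from the data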
Target sequence (P20594 whole entry, looked up): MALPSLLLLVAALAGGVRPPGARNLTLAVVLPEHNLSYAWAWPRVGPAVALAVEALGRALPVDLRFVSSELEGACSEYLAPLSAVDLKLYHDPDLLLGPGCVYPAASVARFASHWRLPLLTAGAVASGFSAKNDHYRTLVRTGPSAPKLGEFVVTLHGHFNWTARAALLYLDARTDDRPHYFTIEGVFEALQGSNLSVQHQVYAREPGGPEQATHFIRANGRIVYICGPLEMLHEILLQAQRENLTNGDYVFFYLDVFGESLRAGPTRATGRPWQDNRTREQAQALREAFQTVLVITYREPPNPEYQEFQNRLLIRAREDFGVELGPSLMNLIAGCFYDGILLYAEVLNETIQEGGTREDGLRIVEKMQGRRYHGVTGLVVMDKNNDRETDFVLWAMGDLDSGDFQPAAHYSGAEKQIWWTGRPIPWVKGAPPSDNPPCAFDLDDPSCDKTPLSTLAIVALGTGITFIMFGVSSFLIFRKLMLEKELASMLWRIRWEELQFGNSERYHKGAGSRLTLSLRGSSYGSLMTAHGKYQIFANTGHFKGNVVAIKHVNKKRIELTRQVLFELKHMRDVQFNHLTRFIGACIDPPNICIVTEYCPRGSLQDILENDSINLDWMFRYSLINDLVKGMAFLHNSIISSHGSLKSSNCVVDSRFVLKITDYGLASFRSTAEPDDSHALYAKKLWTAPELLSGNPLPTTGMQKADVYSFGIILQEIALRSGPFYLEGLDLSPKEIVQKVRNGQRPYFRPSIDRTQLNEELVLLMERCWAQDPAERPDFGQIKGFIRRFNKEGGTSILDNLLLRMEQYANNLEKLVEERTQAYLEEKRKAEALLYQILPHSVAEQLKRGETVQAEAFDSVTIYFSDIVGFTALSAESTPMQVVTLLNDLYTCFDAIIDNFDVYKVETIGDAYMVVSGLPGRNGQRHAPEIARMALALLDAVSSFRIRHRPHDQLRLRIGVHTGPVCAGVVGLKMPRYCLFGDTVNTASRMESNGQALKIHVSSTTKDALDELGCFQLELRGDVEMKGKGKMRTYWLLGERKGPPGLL
hcDAF12 agonist – H. contortus DAF-12 nuclear receptor activators, primary screen, cell-based, luminescence, HEK293, lit1-tk-luc reporter; HEK293 hcDAF-12 lit1-tk-luc reporter; 0% DMSO, 100% Δ7-dafachronic acid; activation, % at 6.8 µM; 370,000 compounds, 1.4% hits;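 active = activation above the mean of all tested compounds plus 3 SD, cut at about 5.5% in these data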;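 also: 100% = response to 3 µM Δ7-dafachronic acid high control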
DAX1 inh-2 – DAX1 (NR0B1) inhibitors on StAR promoter, primary screen, cell-based, luminescence, SF-1 (NR5A1), full-length DAX-1; inhibition, % at 6.8 µM; AID 652010, 2013; 370,000 compounds, 1.1% hits; HEK293T StAR-luciferase reporter, SF-1/DAX-1 repression relief;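 active = inhibition above the mean over all tested compounds plus 3 SD, cut at about 3.6% in these data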;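 also: 0% = DAX-1 cells with DMSO and 100% = cells lacking DAX-1 with DMSO; higher inhibition means more luminescence from relief of DAX-1 repression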
Starred values were filed as active, the others as inactive; / = not tested or not shown.

SMILES	ssDAF12 agonist	NPR1 activator	hgDAF-12 ag	SMARCA2 activ	DAX1 inh-1	FXN GAA850 act	ADAM10 inh	sPLA2-III inh	GC-B act	hcDAF12 agonist	DAX1 inh-2
O=C1Nc2ccccc2OC1CC(=O)N1CCCCCCC1 (configuration not stated)	-0.6	4	4.0	1	/	/	-7	2	-3	1.2	-0.4
CC/C(O)=C1\C(=O)CCCC1=NCc1nc2ccccc2[nH]1	-1.2	-5	-0.9	-2	0.2	0.7	1	-2	11	-1.8	0.1
Cc1onc(-c2c(Cl)cccc2Cl)c1C(=O)NC(C)(C)CO	-1.0	-1	2.6	-1	0.6	4.0	0	3	3	-1.6	-0.2
COCCN1CC(=O)N2C(c3cccc(OC)c3)c3[nH]c4ccccc4c3C[C@H]2C1=O (some centres not stated)	-0.7	-17	-1.6	2	2.2	-0.6	1	-11	-5	1.9	-0.6
O=C(OCC(=O)N1CCN(S(=O)(=O)c2ccccc2)CC1)c1ccc([N+](=O)[O-])o1	-0.5	-3	2.2	1	-0.4	-1.9	4	5	-4	-0.4	0.2
Cc1cc(C)c(-c2cc(NC(=O)CSc3nncn3C)n(-c3ccccc3)n2)cc1C	-1.1	-3	-0.2	1	-1.8	1.7	16	-17	4	-2.6	-0.3
c1cc(-c2ccsc2)n2cnnc2c1	-1.6	-5	0.7	-3	/	2.6	-34	8	-2	0.9	1.5
O=C(CSCc1ccccc1Cl)Nc1ccc(C(=O)O)cc1	-1.1	4	2.5	0	1.9	0.8	0	3	-2	0.9	-0.2
CN(C)CCCNCCCNC(=O)/C(=N\O)c1ccccn1	-1.8	0	-0.4	2	0.4	-0.7	-5	-2	3	2.7	0.5
O=C(Nc1cccc([N+](=O)[O-])c1)Nc1cccs1	-1.5	1	2.1	0	-1.3	0.6	0	-7	3	0.9	-1.0
CC(C)NC(=O)c1cc2c(C(F)(F)F)nn(C)c2s1	-1.8	2	-1.6	2	0.9	1.4	-2	3	1	0.5	-0.4
Cc1ccc(CNC(=O)CCn2cc(-c3ccc(F)cc3)nc2-c2ccncc2)cc1	-1.2	-7	0.6	-1	-0.7	3.8	-3	-3	-15	-1.1	0.3
O=S(=O)(NCC(c1ccco1)N1CCc2ccccc2C1)c1ccc(Br)cc1 (configuration not stated)	-0.9	-12	1.5	-1	0.0	1.2	10	-22	-12	-0.7	3.7*
CCn1cc(C2=NC(CCSC)CO2)c2ccccc21 (configuration not stated)	-1.2	4	0.6	-3	0.5	0.8	-5	-4	-4	-1.4	-1.2
O=C(Nc1ccc(C(F)(F)F)cc1)c1ccccc1	0.2	-2	4.4	4	0.6	1.3	15	6	0	0.4	1.0
CCCn1c(N)c(N(CCOC)C(=O)CSc2c(Cl)cccc2Cl)c(=O)[nH]c1=O	-1.8	1	-0.3	-3	0.1	3.2	2	2	-1	-1.3	-0.3
Cc1ccc(CNC(=O)CSc2nnc3c(n2)[nH]c2ccccc23)cc1	-1.1	-4	0.3	-2	-0.9	-0.3	-4	0	-1	-1.9	-0.5
Cc1ccc(/C=N/NC(=O)Cc2ccc(Cl)cc2)s1	-1.1	0	0.7	0	-1.0	1.8	-2	-5	-2	-1.2	-1.4
Cn1c(N2CCN(c3ccccn3)CC2)nc2c1c(=O)n(Cc1ccccc1Cl)c(=O)n2C	-1.2	-1	0.6	-2	-0.4	0.8	-10	1	-1	-1.8	0.7
Cc1sc2nc(CN3CCN(c4ccc(O)cc4)CC3)[nH]c(=O)c2c1C	-0.7	-3	0.4	-4	-0.7	1.3	0	4	0	-0.7	0.3
COc1ccccc1N(CCC#N)C(=O)COC(=O)CCC(=O)c1ccc(F)cc1	-0.3	1	0.7	-2	0.5	1.7	0	-5	2	0.1	-0.5
CC(C)Oc1cc(F)ccc1-c1cc(C(=O)Nc2cccc(C(F)(F)F)c2)[nH]n1	-1.4	-2	0.7	-4	/	-2.6	19	-8	-10	-1.8	-2.0
CCCNC(=O)c1cc(C2CCCN(C(=O)c3ccc4ccccc4c3)C2)on1 (configuration not stated)	-0.8	4	-0.9	-3	/	0.7	-7	-3	1	-0.7	0.3
O=[N+]([O-])c1cc([N+](=O)[O-])c2cc3ccccc3nc2c1	-1.3	27	-2.5	5	-1.9	2.8	-4	16	8	-0.6	-0.5
Cc1cc2ccc(C)c(C)c2nc1SCC(=O)c1cccs1	-0.3	-4	3.9	-2	0.0	1.4	1	-28	1	5.0	0.6
Additional entries
SMILES	ssDAF12 agonist	NPR1 activator	hgDAF-12 ag	SMARCA2 activ	DAX1 inh-1	FXN GAA850 act	ADAM10 inh	sPLA2-III inh	GC-B act	hcDAF12 agonist	DAX1 inh-2
CCOC(=O)c1cnc(SCC(=O)OCC(=O)NC2CCS(=O)(=O)C2)nc1N (configuration not stated)	-1.2	2	0.9	-1	-0.1	3.4	-3	8	0	-0.3	0.8
O=C(CCN1C(=O)/C(=C\c2cccc(Br)c2)SC1=S)N1CCOCC1	-0.8	-3	1.8	6	0.3	1.8	2	5	-5	1.9	0.5
CCCC(=O)Nc1ccc(Cl)c(NC(=O)c2ccc([N+](=O)[O-])cc2Cl)c1	-1.4	2	-5.9	0	-0.7	-1.6	-1	-3	1	-2.1	-1.2
Cc1ccc(C)n1CCN1CCN(CC(=O)Nc2ccc(S(N)(=O)=O)cc2)CC1	-0.8	4	-0.9	-5	-0.5	0.7	-22	9	5	-1.7	-0.5
CCCC(=O)Nc1ccc(Cl)c(NC(=O)c2cccnc2)c1	-1.3	-1	0.2	-1	-0.3	-0.7	3	-3	-3	0.1	0.5
CSc1nnc2c3ccccc3n(Cc3ccccc3)c2n1	-0.9	14	-0.4	3	1.3	1.4	-1	-1	17	-0.2	-0.1
Cc1ccccc1OCCCN1CCOCC1	-1.0	1	-1.2	0	1.9	0.6	-2	7	0	-1.0	0.5
Cc1[nH]nc(-c2ccc(O)cc2O)c1-c1ccc(Cl)cc1	-1.4	70*	-4.3	-6	-2.5	0.4	20*	-55	-8	-1.6	-1.2
Cc1cc(C)c(S(=O)(=O)NC2CC(C)(C)NC(C)(C)C2)cc1C	-0.6	1	1.6	-4	-1.3	-1.9	5	16	3	1.6	-0.2
COc1ccc(-c2nc(CN3CCN(Cc4cccc(F)c4)CC3)c(C)o2)cc1	-1.1	0	1.0	-1	0.1	1.3	-7	-9	0	1.5	0.4
CCc1cc2c(=O)c(-c3nc4ccccc4n3C)c(COCC(=O)O)oc2cc1O	0.1	-2	1.2	0	-0.3	4.7	-30	-15	-2	2.0	1.0
CC(=O)N[C@@H](Cc1c[nH]c2ccccc12)C(=O)OCC(=O)Nc1cc(C)on1	-1.2	0	-3.3	5	1.6	0.8	-6	-26	0	-0.8	-0.5
Cc1ccc(-c2noc(CN(C)C(=O)c3ccc(Br)o3)n2)cc1	-0.1	1	-1.5	0	1.7	-0.1	-4	-7	-2	-1.2	-0.6
Cn1c(=O)c2[nH]c(C3CC4CCC3C4)nc2n(C)c1=O (configuration not stated)	-0.7	0	-1.3	-1	1.4	1.6	-6	2	1	0.9	-0.8
O=c1[nH]c2ccc(NC(=S)NCCc3ccccc3)cc2[nH]1	-0.6	-6	-0.7	-1	3.5	4.0	-5	9	1	-2.9	-0.5
CNC(=O)C[C@H]1C(=O)N(c2ccc(Br)cc2)C[C@@H]1CSC	-1.3	1	3.4	-3	1.2	-1.2	-1	-7	0	-0.7	0.2
COc1cc(/C=C/C(=O)N[C@@H](Cc2c[nH]c3ccccc23)C(=O)O)ccc1O	-0.8	3	0.6	0	0.7	1.0	-20	-37	-1	0.2	0.5
COc1cc(OC)cc(-c2nc(-c3ccccc3)no2)c1	-0.4	5	3.5	-2	0.6	1.7	-4	2	-4	-0.4	0.1
O=C(N/N=C/c1ccccc1C(=O)O)c1cc(-c2ccc3c4c(cccc24)CC3)n[nH]1	-0.6	2	1.1	3	-0.7	1.2	0	-15	-6	-0.7	0.5
O=C1C=CC2=C3c4cc(O)c(O)cc4CC3(O)COC2=C1O (configuration not stated)	-0.9	-12	-1.6	0	5.2*	0.6	2	-8	-4	-0.2	0.7
CCCCOC(=O)c1ccc(N/C(=N\S(=O)(=O)c2ccccc2)c2ccccc2)cc1	-1.6	-5	1.9	-1	2.2	-0.6	18	-18	8	-2.7	-0.1
COc1ccc(C2=NS(=O)(=O)N(C)C(C(=O)NCc3ccc(F)cc3)=C2)cc1OC	-2.2	10	0.4	2	-1.1	-0.4	-16	1	-5	-1.3	-2.0
CN(C)Cc1cnc2ccc(Cl)cn12	-0.7	5	-0.7	-1	0.6	-0.8	-1	-4	-1	1.2	-0.1
COc1cc(C)ccc1OCCOCCOc1c(C)cc(C)cc1Br	-0.7	-4	1.8	-2	1.9	0.1	16	-13	-6	-1.3	0.9
COc1ccc(C(=O)Nc2ccccc2C(=O)NCC2CCCO2)cc1 (configuration not stated)	-1.0	2	-1.5	1	-0.3	1.9	-9	2	0	-1.3	-2.0
Other structures follow.
SMILES	ssDAF12 agonist	NPR1 activator	hgDAF-12 ag	SMARCA2 activ	DAX1 inh-1	FXN GAA850 act	ADAM10 inh	sPLA2-III inh	GC-B act	hcDAF12 agonist	DAX1 inh-2
NC(=O)NC(=O)CSc1nnc(-c2ccco2)n1Cc1ccccc1	-1.0	0	-1.4	3	0.8	-0.9	9	1	5	-1.6	0.3
O=S1(=O)CCSC[C@@H](CN2CCN(c3ccccc3)CC2)N1	-0.5	-2	1.9	-5	/	/	-5	12	-2	1.1	-0.3
Cc1cccc(OCCCC(=O)Nc2ccc(N3CCOCC3)cc2)c1	-0.7	2	0.3	-2	0.4	1.4	-4	-3	0	-1.7	-0.1
C/C(=N\NC(=O)CSc1nc2nc(C)cc(C)n2n1)c1ccccc1	-0.4	4	-0.1	-2	1.9	-1.3	-3	-1	-1	-1.8	-0.1
Cc1cc(N2CC(=O)N(CCc3ccccc3)C(=O)C2)n2ncnc2n1	-0.4	1	1.4	0	1.2	0.4	-1	-2	0	-1.5	-0.3
CC(C)(C)NC(=O)c1ccc(Sc2ccccc2)c([N+](=O)[O-])c1	-1.0	1	-0.6	-3	-0.4	1.0	12	5	-3	1.0	-1.1

Bioassay records from PubChem BioAssay.
